KCNQ2 block: KCNQ2 potassium channel inhibitors, primary screen, cell-based, CHO-K1, FluxOR thallium flux, B-score (AID 2156); O88943; 20 min; active compounds read low; 310,000 tested, 1.1% active; B-score at 10 µM;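 active = fluorescence ratio B-score at most minus 3 library SDs, with starting brightness B-score within 2 library SDs, cut at about -5.5 in these data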
Kir21 inh: inhibitors of mouse Kir2.1 inward-rectifier potassium channel; P35561; B-score at 10 µM; 310,000 tested, 0.85% active; HEK293-Kir2.1, FluxOR thallium flux fluorescence; active compounds read low;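 active = fluorescence ratio B-score at or below minus 3 SD of library scores, with starting-brightness B-score within 2 SD, cut at about -4.2 in these data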;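 also: channel flux triggered by added potassium and thallium sulfate stimulus; B-score of peak minus minimum fluorescence over baseline after thallium stimulus; more negative B-score means stronger Kir2.1 block with less thallium influx; some compounds called inactive have numbers as strong as hits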
Target sequence (P35561 whole entry, looked up): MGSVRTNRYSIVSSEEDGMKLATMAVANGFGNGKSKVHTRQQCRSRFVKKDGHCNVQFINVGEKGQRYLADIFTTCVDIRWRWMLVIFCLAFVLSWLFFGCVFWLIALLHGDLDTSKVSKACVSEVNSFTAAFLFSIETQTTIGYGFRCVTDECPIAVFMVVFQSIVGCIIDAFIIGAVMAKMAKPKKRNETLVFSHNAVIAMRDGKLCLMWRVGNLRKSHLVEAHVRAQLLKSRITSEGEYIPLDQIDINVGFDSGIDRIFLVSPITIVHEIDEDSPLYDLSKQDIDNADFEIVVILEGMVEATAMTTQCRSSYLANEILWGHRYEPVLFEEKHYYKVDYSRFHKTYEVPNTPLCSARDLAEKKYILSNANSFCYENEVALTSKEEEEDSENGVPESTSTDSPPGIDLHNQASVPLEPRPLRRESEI
CHT block: human CHT choline transport inhibition; 310,000 tested, 0.86% active; B-score at 10 µM; Q9GZV3; CHT-expressing cells, membrane potential dye, choline response; active compounds read low; AID 488975;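 active = B-score over 3 SD under the library average, and starting fluorescence ratio not unusually high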;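 also: choline stimulus applied at its EC90 after an EC20 pre-addition; B-score computed on integrated fluorescence ratio after choline addition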
Target sequence (Q9GZV3 whole entry, looked up): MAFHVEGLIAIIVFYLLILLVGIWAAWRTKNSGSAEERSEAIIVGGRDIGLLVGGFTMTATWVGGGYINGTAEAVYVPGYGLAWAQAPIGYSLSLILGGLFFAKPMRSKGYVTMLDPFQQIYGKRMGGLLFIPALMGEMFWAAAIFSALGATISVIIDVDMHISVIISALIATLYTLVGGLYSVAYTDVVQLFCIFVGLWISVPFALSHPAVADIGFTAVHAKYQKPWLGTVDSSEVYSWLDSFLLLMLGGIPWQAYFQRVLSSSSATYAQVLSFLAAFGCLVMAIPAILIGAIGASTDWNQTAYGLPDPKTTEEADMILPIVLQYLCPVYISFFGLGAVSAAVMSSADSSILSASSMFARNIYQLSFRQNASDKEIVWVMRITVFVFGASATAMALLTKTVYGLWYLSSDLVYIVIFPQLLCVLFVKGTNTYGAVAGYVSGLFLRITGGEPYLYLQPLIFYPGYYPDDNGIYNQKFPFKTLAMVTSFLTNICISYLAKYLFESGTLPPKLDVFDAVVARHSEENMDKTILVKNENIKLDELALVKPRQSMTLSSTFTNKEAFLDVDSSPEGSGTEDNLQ
Numbers without * were called inactive; i = inactive; nt = not tested or not shown. Hits appear at their usual frequency; 2.6% or so of the library scored in one or more.

The line under a structure holds: KCNQ2 block	Kir21 inh	CHT block
CCN(CCn1cccn1)Cc1nc(-c2ccc(OC)cc2)no1
→ i	-0.59	i
C/C(=N\NC(=O)c1cccc(N/N=C(\C)c2ccc([N+](=O)[O-])cc2)c1)c1ccc([N+](=O)[O-])cc1
→ i	0.42	i
Cc1sc(-n2c(C)ccc2C)c(C#N)c1C
→ i	0.58	i
CN1C(=O)C(CC(=O)NCC2CCCCC2)SC1=Nc1ccccc1 (stereo not given)
→ i	-0.1	i
COC(=O)c1cc(OC)c(OC)cc1NC(=O)CCNC(=O)c1ccco1
→ i	-0.01	i
CCn1c(CNC(=O)c2ccc(OC)c(OC)c2)nnc1SCC(=O)c1ccc(OC)cc1
→ i	0.04	i
O=C(Cn1ccc([N+](=O)[O-])n1)N1CCCc2ccccc21
→ i	0	i
CCOC(=O)Cn1c(C)cc(COC)c(C#N)c1=O
→ i	-1.6	i
CCCC1CCC(=NNS(=O)(=O)c2ccc(C)c([N+](=O)[O-])c2)CC1 (stereo not given)
→ i	-0.33	i
O=C(COC(=O)Cn1cnc2ccccc21)Nc1ccc2c(c1)OCCO2
→ i	-0.05	i

Looked up above:
CCCC1CCC(=NNS(=O)(=O)c2ccc(C)c([N+](=O)[O-])c2)CC1 (stereo not given) | Kir21 inh = -0.33
CCOC(=O)Cn1c(C)cc(COC)c(C#N)c1=O | Kir21 inh = -1.6
C/C(=N\NC(=O)c1cccc(N/N=C(\C)c2ccc([N+](=O)[O-])cc2)c1)c1ccc([N+](=O)[O-])cc1 | Kir21 inh = 0.42
CCN(CCn1cccn1)Cc1nc(-c2ccc(OC)cc2)no1 | Kir21 inh = -0.59
Cc1sc(-n2c(C)ccc2C)c(C#N)c1C | Kir21 inh = 0.58

(more compounds)
The line under a structure holds: KCNQ2 block	Kir21 inh	CHT block
COc1ccccc1CN1CCC(CNS(=O)(=O)c2cc(-c3cc(C)no3)ccc2C)CC1
→ i	-4.1	i
CC(C)CN(C(=O)c1cccc(F)c1)c1c(N)n(CC(C)C)c(=O)[nH]c1=O
→ i	-0.73	i
NC(=O)CC(NC(=O)Cc1ccc(Cl)cc1)c1ccc(NCC2CC2)c([N+](=O)[O-])c1 (stereo not given)
→ i	0.01	i
CCCN1CCN(C(=S)Nc2ccccc2C(F)(F)F)CC1
→ i	-1.4	i
O=C(O)c1cc([N+](=O)[O-])c(Sc2nc3ccccc3[nH]2)c([N+](=O)[O-])c1
→ i	-0.08	i
COc1ccc(-c2nc3c4ccccc4ccn3c2C=O)cc1
→ i	1.9	i
Cc1ccc(C(=O)OC2CCS(=O)(=O)c3sccc32)cc1 (stereo not given)
→ i	-0.11	i
O=S(=O)(c1ccc(F)cc1)N1CCC(n2cnc3ccccc32)CC1
→ i	-0.09	i
COc1cc2ccc(=O)oc2cc1OCC(O)C(C)(C)O (stereo not given)
→ i	0.01	i
CN(CC(=O)Nc1ccccc1Br)Cc1nc2ccccc2c(=O)[nH]1
→ i	-0.33	i
COCCn1cnnc1SCC(=O)c1ccc(S(=O)(=O)N2CCCC2)cc1
→ i	0.83	i
Cc1nn(Cc2ccccc2)c2c1C(c1ccco1)C(C#N)=C(N)O2 (stereo not given)
→ i	0.94	i
On1nnc2cc(C(F)(F)F)ccc21
→ i	0.12	i
COC(=O)N/N=C/c1ccc(-c2ccc(C)c(Cl)c2)o1
→ i	-2.4	i
COc1ccc(O)c(C(=O)c2cnc3c(c2)c(-c2ccc(F)cc2)c(C#N)c(=O)n3C)c1
→ i	-0.48	i
C=CCn1c(O)c(N=NC(=O)CNC(=O)/C=C/c2ccc(OC)cc2)c2ccccc21
→ i	-1.4	i
CCOc1ccc(NC(=O)CCC(=O)N/N=C/c2ccc3c(c2)OCO3)cc1
→ i	0.86	i
Cc1cc(=O)oc2cc(OCC3CC(c4ccc(Br)cc4)=NO3)ccc12 (stereo not given)
→ i	-0.45	i
CCC(Oc1ccc(C)cc1)C(=O)Nc1ccc(S(=O)(=O)Nc2cc(C)on2)cc1 (stereo not given)
→ i	1.3	i
C=CCn1c(C)c(C(C)=O)cc(NC(=O)c2ccccc2)c1=O
→ i	3.1	i
CCOc1ccc(CN2CCN(C(=O)c3ccco3)CC2)cc1
→ i	0.59	i
Cc1ccc(S(=O)Cc2ccc(C(=O)N3CCN(C4CCCCC4)CC3)o2)cc1 (stereo not given)
→ i	0.7	i
CCCCn1c(=O)[nH]c(=O)c2c(C(=O)OCC)cc(-c3cccs3)nc21
→ i	1.4	i
NS(=O)(=O)c1cccc(NC(=O)CSc2nc3ccccc3[nH]2)c1
→ i	-1.7	i
CSc1cccc(NC(=O)Nc2ccccc2)c1
→ i	-1.4	i
Cc1ccc(C)c(NC(=O)c2ccc(OC(=O)c3ccco3)cc2)c1
→ i	-1.3	i
CC(OC(=O)c1cccnc1Cl)C(=O)Nc1ccc(S(N)(=O)=O)cc1 (stereo not given)
→ i	3.5	i
Cc1cc(OC(=O)c2ccccc2Cl)ccc1N1C(=O)CCC1=O
→ i	-0.07	i
Cc1ccnc(NC(=S)NC(=O)c2cccs2)c1
→ i	0.05	i
Cc1cccc(NC(=O)Nc2ccncc2)c1
→ i	-1.7	i

In the list so far, these contain bromine.
The line under a structure holds: KCNQ2 block	Kir21 inh	CHT block
CN(CC(=O)Nc1ccccc1Br)Cc1nc2ccccc2c(=O)[nH]1
→ i	-0.33	i
Cc1cc(=O)oc2cc(OCC3CC(c4ccc(Br)cc4)=NO3)ccc12 (stereo not given)
→ i	-0.45	i

Next section
The line under a structure holds: KCNQ2 block	Kir21 inh	CHT block
O=C(Nc1ccccc1C(=O)NC1CCCCC1)c1ccco1
→ i	0.46	i
CC(=O)Nc1cccc2c1C(=O)N(c1ccccc1OC(C)=O)C2=O
→ i	2.5	i
O=C1c2ccccc2NC(c2cnc3ccccc3n2)N1O (stereo not given)
→ i	-0.49	i
Cc1ccc(N(C(C)C(=O)NCc2ccncc2)S(C)(=O)=O)cc1C (stereo not given)
→ i	-0.96	i
O=C1CCC(C(=O)N2CCC(CCO)CC2)CN1Cc1ccc(Cl)cc1 (stereo not given)
→ i	2.1	i
COc1ccccc1C1(CCNS(=O)(=O)c2ccc(C)cc2)CCOC(C(C)C)C1 (stereo not given)
→ i	-0.11	i
CCN(CC)CCNC(=O)Cn1nc(Cc2cccnc2)c2ccccc2c1=O
→ i	0.01	i
O=C(c1ccccc1)c1c[nH]c(C(=O)NCCCn2ccnc2)c1
→ i	-0.54	i
Oc1cccc(C=NCc2ccccc2)c1
→ i	2	i
O=C(O)CC1(CC(=O)Nc2ccccc2Br)CCCC1
→ i	-0.66	i
CCCCc1cc(=O)oc2cc(OCC(=O)N3CCC(C(=O)O)(c4ccccc4)CC3)ccc12
→ i	0.03	i
Cn1ccnc1C(=O)c1cc(=O)c2ccccc2o1
→ i	1.1	i
O=C(CSc1nc2ccccc2c(=O)n1-c1ccccc1)NC(=O)CN1CCCC1=O
→ i	0.22	i
Cc1cccc(N2CCN(C(=O)c3cc4n(n3)C(C(F)(F)F)CC(c3ccco3)N4)CC2)c1C (stereo not given)
→ i	0.14	i
O=C(OCCN1CCCC1=O)c1cncc(Br)c1
→ i	-0.08	i
O=C(CSc1nnc(-c2ccccc2Cl)o1)Oc1ccc(Br)cc1
→ i	0.7	i
COC(=O)C1=C(C)Nc2c(c(=O)n(C)c(=O)n2C)C1c1ccncc1 (stereo not given)
→ i	0.13	i
C(=N\N1CCN(Cc2ccccc2)CC1)/c1cccnc1
→ i	0.27	i
O=C(O)CN1C(=O)/C(=C\c2cc(Br)ccc2OCc2ccccc2Cl)SC1=S
→ i	0.76	i
CN1C(=O)CC(C(=O)Nc2ccc(F)cc2)SC1=Nc1ccc2c(c1)OCO2 (stereo not given)
→ i	-1.3	i
Cc1nnc(N/N=C/c2cc([N+](=O)[O-])c(N3CCC(C)CC3)cc2N2CCC(C)CC2)n1N
→ i	0.69	i
O=C1NC2(CCCCC2)C(=O)N1CCS(=O)(=O)Oc1ccc(Br)cc1
→ i	3.3	i
CC(C)OC(=O)c1c(NC(=O)C2CC=CCC2C(=O)O)sc2c1CCCCC2 (stereo not given)
→ i	0.95	-5.2*
C=CCNC(=O)C(=O)NCC(c1ccc2c(c1)OCO2)N1CCN(c2ccc(F)cc2)CC1 (stereo not given)
→ i	0.44	i
Cc1cccc(-n2ncc3c2CCCC3NC(=O)C2=CC(=O)CC(C)(C)O2)c1C (stereo not given)
→ i	-0.06	i
CCOC(=O)c1nn(-c2ccccc2C)c(=O)c(C#N)c1C
→ i	-0.05	i
Cn1nccc1NC(=O)NC(=O)c1c(Cl)cccc1Cl
→ i	0.84	i
COc1cc(/C=N/Nc2ccc(S(N)(=O)=O)cc2[N+](=O)[O-])cc(OC)c1O
→ i	0.01	i
N#CC(C#N)=c1ccc2c(c1)NC1(CCCCC1)N=2
→ i	-0.04	i
CC(C)(C)c1ccc(C(=O)NNC(=O)C(=O)N2CCCCC2)cc1
→ i	0.36	i
Cn1c2c(c3ccccc31)CCN=C2c1ccccc1
→ i	-0.54	i
CCOc1cc(-c2cc(-c3ccc(NC(C)=O)cc3)nc(N)c2C#N)ccc1O
→ i	0.26	i
N#Cc1cccc(C#N)c1Oc1ccc(S(=O)(=O)Nc2ccc(Cl)cc2)cc1
→ i	-0.56	i
COc1cc2c(cc1OC)C[N+](C)(C)CC2
→ i	-0.63	i
CCn1cc(S(=O)(=O)c2ccc(OC)cc2)c(=O)c2cc(F)c(N3CCN(C)CC3)cc21
→ i	-1.1	i
COc1ccc2oc(C(=O)NCC3CCCO3)c(C)c2c1 (stereo not given)
→ i	2	i
CCOc1ccc(NC(=O)CCS(=O)(=O)c2ccc(C)cc2)cc1
→ i	0.07	i
CN1C(=O)C(c2ccccc2[N+](=O)[O-])C(=O)c2ccccc21 (stereo not given)
→ i	0	i
CC1S/C(=C(\C#N)C(=O)NCc2ccco2)N(Cc2ccco2)C1=O (stereo not given)
→ i	1.1	i
COc1ccc(CNc2cc(C)ccn2)c(O)c1
→ i	0.01	i
N#CC1=C(N)Oc2n[nH]c(-c3cccs3)c2C1c1ccco1 (stereo not given)
→ i	-3.5	i
CCOC(=O)C1CCN(c2cc(=O)n(C3CCCCC3)c(=O)[nH]2)CC1
→ i	0.73	i
Cc1nc(C(=O)NCc2ccccc2)sc1C1(C)CC(c2ccccc2)=NO1 (stereo not given)
→ i	-0.08	i
O=C(CSc1cn(CC(=O)N2CCCCC2)c2ccccc12)NCC1CCCO1 (stereo not given)
→ i	-1.4	i
Cc1cc(C)c(NC(=O)CSc2nnc(-c3ccccn3)n2N)c(Cl)c1
→ i	-0.01	i
CCCN(CCC)S(=O)(=O)c1ccc(C(=O)OCCN2C(=O)c3cccc4c(N5CCOCC5)ccc(c34)C2=O)cc1
→ i	-12	i
CCOC(=O)N1CCN(C(=O)c2cn(CC)c3ccc(S(=O)(=O)N4CCC(C)CC4)cc3c2=O)CC1
→ i	-0.28	i
CCN(C(=O)CN1CCN(c2ccccc2)CC1)c1c(N)n(Cc2ccccc2)c(=O)[nH]c1=O
→ i	-0.02	i
CC1(c2ccccc2)CC(C)(C)N2C(=O)C(=O)c3cccc1c32 (stereo not given)
→ i	-2.1	-5.3*
O=C(NC(Cc1ccccc1)C(=O)O)/C(=C\c1ccco1)NC(=O)c1ccccc1 (stereo not given)
→ i	0.95	i

Continued:
The line under a structure holds: KCNQ2 block	Kir21 inh	CHT block
CC(C)(C)c1ccc(Oc2ccc(NC(=O)c3ccco3)cn2)cc1
→ i	0.96	i
O=C(NC(=S)Nc1ccccc1N1CCOCC1)c1ccc(-c2ccccc2F)o1
→ i	-1.3	i
CCOC(=O)c1c(-c2ccc(OC)cc2)csc1NC(=O)CSc1ncnc2sccc12
→ i	-0.37	i
Cc1csc(NC(=O)c2ccc(C)c(S(=O)(=O)N3CCCCC3)c2)n1
→ i	0.46	i
Clc1ccc(-c2nnc(-c3cccc4ccccc34)o2)cc1Cl
→ i	-2	i
COc1ccc(S(=O)(=O)NCCc2cc3ccc(C)c(C)c3[nH]c2=O)cc1
→ i	0	i
COc1ccc(CCC(=O)NCC23CC4CC(CC(C4)C2)C3)cc1
→ i	-3.2	i
Cn1ccnc1SCC(=O)N1CCN(S(=O)(=O)c2ccccc2)CC1
→ i	1.2	-5*
COc1ccccc1CCC(=O)OCC(=O)c1c(N)n(CC(C)C)c(=O)n(C)c1=O
→ i	-1.2	-5.7*
COc1ccccc1/C=C/C(=O)OCC(=O)Nc1cc(C(F)(F)F)ccc1N1CCOCC1
→ i	-2.6	nt
CCN(CC(=O)Nc1ccccc1OC)C(=O)c1cccc(-n2cccc2)c1
→ i	-1.1	i
O=C(N/N=C/c1cccnc1)c1ccccc1OCc1ccc(Cl)cc1
→ i	0.18	i
COc1ccc(C2C(C(=O)N3CCN(c4ccccc4)CC3)c3ccccc3C(=O)N2C)cc1OC (stereo not given)
→ i	2.2	i
CCc1cccc2c(C(=O)CN3C(=O)NC(C)(c4cccc5ccccc45)C3=O)c[nH]c12 (stereo not given)
→ i	2.8	i
Cn1c(CN2CCCC2)c(C#N)c2ccccc21
→ i	-1.7	-5*
CCOC(=O)c1ccc(NC(=O)N2CCN(c3ccccc3OC)CC2)cc1
→ i	1.4	i

Screens: PubChem BioAssay, Johns Hopkins Ion Channel Center
